Wnt act – activates Wnt/beta-catenin signaling in a reporter cell assay; activator, plate reader; activation, % at 9.35 µM; 300,000 tested, 1.2% active; AID 743398; in the data active means activation above about 30%, passing the limit was not always enough;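 further: 0% = neutral control wells and 100% = positive control wells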
Rtt109 HAT inh – C. albicans Rtt109 histone acetyltransferase inhibition. purified Rtt109/Vps75, ThioGlo CoA-SH fluorescence, 4 h. inhibition, % at 34.9 µM. 330,000 tested, 0.16% active. AID 540336;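 active means inhibition of at least 50% in every replicate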
Target sequence (Q5AAJ8 whole entry, looked up): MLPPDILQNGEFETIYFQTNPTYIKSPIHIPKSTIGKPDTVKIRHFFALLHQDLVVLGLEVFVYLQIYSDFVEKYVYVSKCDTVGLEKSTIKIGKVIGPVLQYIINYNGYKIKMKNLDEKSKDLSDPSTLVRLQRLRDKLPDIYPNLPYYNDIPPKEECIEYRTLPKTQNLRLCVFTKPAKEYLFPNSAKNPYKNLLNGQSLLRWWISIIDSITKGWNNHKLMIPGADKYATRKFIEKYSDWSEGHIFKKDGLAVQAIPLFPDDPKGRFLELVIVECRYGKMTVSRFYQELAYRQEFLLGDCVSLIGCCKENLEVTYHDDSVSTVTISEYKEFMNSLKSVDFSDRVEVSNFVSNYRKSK
cardiac RTF act – cardiac RTF calcium sensitization; P19429+P45379; IANBD-labeled TnC RTF fluorescence at EC20 calcium; 0% EC20 calcium, 100% full calcium; activation, % at 7.2 µM; 340,000 tested, 0.24% active;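 active means activation above the mean over all tested compounds plus 3 SD, cut at about 30% in these data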;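 further: rise in fluorescence read as greater calcium sensitivity of cardiac thin filaments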
Tat transport – E. coli Tat transport inhibition. E. coli MC4100 TorA-mCherry Tat export, fluorescence. inhibition, % at 10 µM. 340,000 tested, 0.036% active. AID 488895;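 active means mean replicate inhibition at least 50% and at least half of replicates individually reaching 50%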;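 further: exported cargo escapes ClpAP degradation while cytoplasmic cargo is degraded and loses fluorescence; 0% = median of neutral control wells and 100% = median of NaSCN control wells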
CAL PDZ FP-1 – inhibitors of human CAL PDZ peptide binding; inhibition, % at 24.9 µM; AID 602252; purified CAL PDZ, TMR-peptide fluorescence polarization, 1 h; 300,000 tested, 0.92% active;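 active means mean inhibition of at least 30% with at least half of replicates also reaching 30%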;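 further: 0% = DMSO neutral control and 100% = excess unlabeled competitor peptide PRC23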
dFosB act – activators of mouse delta FosB homodimer; P13346; purified delta FosB, TAMRA-CDK5 oligo fluorescence polarization; percent of positive-control signal above neutral wells; activation, % at 25 µM; 340,000 tested, 0.99% active; AID 493131;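 active means mean activation above about 17%, with every replicate also reaching it, limit read from the data, passing the limit was not always enough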;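 further: fluorescence polarization rise as delta FosB binds a TAMRA Cdk5 AP-1 oligo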
V-ATPase pH – regulators of yeast V-ATPase proton transport | S. cerevisiae, pHLuorin cytosolic pH fluorescence | response, % at 10 µM | 350,000 tested, 0.37% active | AID 504577; in the data active means response mostly above about 7.3%, no sharp cut-off; inactive means mostly below about 5.4%; further: actives read high; inactives centre near 0; some compounds called inactive have numbers as strong as hits
MITF TRPM1 HTS – activators of MITF-driven TRPM1 promoter activity in SK-MEL-5 cells; SK-MEL-5 TRPM1-promoter luciferase, 24 h; % of positive control, neutral wells = 0; activation, % at 12.5 µM; 300,000 tested, 0.75% active; AID 588334;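 active means mean activation of at least 80% with every replicate also reaching 80%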;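 further: 0% = neutral control wells and 100% = parthenolide positive control wells; values of inactives mirror those of a sister screen read the other way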
CDK5 p35 inh – inhibitors of human CDK5/p35 kinase; AID 488839; inhibition, % at 10 µM; 330,000 tested, 0.01% active; Recombinant CDK5/p35, ADP-Glo luminescence, 60 min;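 active means highest replicate inhibition of at least 50% and at least 75% of replicates reaching 50%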;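 further: plate controls were DMSO neutral control for no effect and GW8510 at 10 µM for full effect; many of its hits are not listed in these tables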
Target sequence (Q00535 whole entry, looked up): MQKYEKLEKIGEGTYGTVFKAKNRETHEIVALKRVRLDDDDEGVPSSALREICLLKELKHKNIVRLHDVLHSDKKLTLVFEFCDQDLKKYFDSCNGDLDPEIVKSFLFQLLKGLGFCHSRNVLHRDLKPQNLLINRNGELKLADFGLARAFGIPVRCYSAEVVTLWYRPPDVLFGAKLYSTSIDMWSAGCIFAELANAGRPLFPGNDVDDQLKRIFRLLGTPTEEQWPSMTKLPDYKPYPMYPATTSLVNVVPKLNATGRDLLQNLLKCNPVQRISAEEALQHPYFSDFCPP
Target sequence (Q15078 whole entry, looked up): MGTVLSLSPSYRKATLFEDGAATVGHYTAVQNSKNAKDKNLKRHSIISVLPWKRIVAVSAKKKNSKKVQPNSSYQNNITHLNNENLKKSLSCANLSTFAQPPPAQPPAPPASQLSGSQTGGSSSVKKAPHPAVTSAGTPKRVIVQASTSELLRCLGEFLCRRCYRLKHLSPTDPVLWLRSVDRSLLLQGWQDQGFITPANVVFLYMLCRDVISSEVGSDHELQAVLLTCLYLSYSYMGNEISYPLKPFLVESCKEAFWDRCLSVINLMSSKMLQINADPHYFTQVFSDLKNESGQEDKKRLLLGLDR
CAL PDZ FP-2 – inhibitors of human CAL PDZ peptide binding. inhibition, % at 20 µM. purified CAL PDZ, TMR-peptide fluorescence polarization, 1 h. Q9HD26. 330,000 tested, 0.02% active. AID 504414;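 active means highest replicate inhibition of at least 40%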;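 further: plate controls were DMSO neutral control wells for no effect and unlabeled competitor peptide control wells for full effect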
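Control set: unlabelled peptide and DMSO controls / Material: purified CerCALP PDZ construct / Timing: 1 h incubation at room temperature before polarization reading / Doses: 20 µM, one dose / Detection: fluorescence polarization (mP)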
Active calls of the source: *.

COc1cc(-c2n[nH]c(=O)o2)cc(OC)c1OC was read as Rtt109 HAT inh -3, cardiac RTF act -7, Tat transport 2, CAL PDZ FP-1 -5, dFosB act -5, V-ATPase pH 3, MITF TRPM1 HTS 12, CDK5 p35 inh 0.3 and CAL PDZ FP-2 -1.1.
`COCc1c(C(=O)OCC(=O)c2c(N)n(CC(C)C)c(=O)n(C)c2=O)oc2ccccc12` gave Wnt act -3, Rtt109 HAT inh -1, cardiac RTF act -5, Tat transport -5, CAL PDZ FP-1 2, dFosB act -7, V-ATPase pH 6, MITF TRPM1 HTS -6, CDK5 p35 inh 0.1 and CAL PDZ FP-2 -1.5.
COc1ccc(C2CC(=O)C3=C(C2)Nc2ncnn2C3c2ccccc2)cc1 (configuration not stated) was read as Wnt act -1, Rtt109 HAT inh -4, cardiac RTF act -3, Tat transport 0, dFosB act -7, V-ATPase pH 2, CDK5 p35 inh 0.3 and CAL PDZ FP-2 -1.1.
`CN(C(=O)c1ccccc1Cl)c1ccccc1C(=O)NCCc1ccccc1` gave Wnt act 0, Rtt109 HAT inh 12, cardiac RTF act 4, Tat transport 3, CAL PDZ FP-1 2, dFosB act 7, V-ATPase pH -1, MITF TRPM1 HTS -17, CDK5 p35 inh 0.2 and CAL PDZ FP-2 -1.8.
For CC1CCCC(NC(=O)CSc2ccc(F)cc2)C1C (configuration not stated) the results were Wnt act -1, Rtt109 HAT inh -2, cardiac RTF act 0, Tat transport 3, CAL PDZ FP-1 -1, dFosB act -3, V-ATPase pH 2, MITF TRPM1 HTS 10, CDK5 p35 inh -0.4 and CAL PDZ FP-2 -6.0.
Screening COc1ccc(N2CC(C(=O)OCC(=O)c3ccccc3)CC2=O)cc1 (configuration not stated) returned Wnt act -2, Rtt109 HAT inh -1, cardiac RTF act 0, Tat transport -3, CAL PDZ FP-1 -5, dFosB act 0, V-ATPase pH -2, MITF TRPM1 HTS 0, CDK5 p35 inh 0.8 and CAL PDZ FP-2 -3.1.
`CC(C)c1cccc(C(C)C)c1NC(=O)CN1CCCC1` gave Wnt act -2, Rtt109 HAT inh 0, cardiac RTF act -3, Tat transport -16, CAL PDZ FP-1 -4, dFosB act 4, V-ATPase pH -3, MITF TRPM1 HTS 9, CDK5 p35 inh 1.3 and CAL PDZ FP-2 0.9.
`Cn1c(NCc2ccccc2)nc2c1c(=O)n(Cc1ccccc1)c(=O)n2C` gave Rtt109 HAT inh -3, cardiac RTF act -1, Tat transport -6, CAL PDZ FP-1 -1, dFosB act -1, V-ATPase pH -4, CDK5 p35 inh -0.5 and CAL PDZ FP-2 0.3.
O=C1C/C(=C\c2c(F)cccc2Cl)N2CCC1CC2 was read as Wnt act -1, Rtt109 HAT inh 1, cardiac RTF act -4, Tat transport -7, CAL PDZ FP-1 0, dFosB act -3, V-ATPase pH -5, MITF TRPM1 HTS -7, CDK5 p35 inh -0.8 and CAL PDZ FP-2 -2.3.
For O=C(OCc1cccc([N+](=O)[O-])c1)c1cccnc1 the results were Wnt act -9, Rtt109 HAT inh -4, cardiac RTF act 7, Tat transport -3, CAL PDZ FP-1 -1, dFosB act -1, V-ATPase pH -1, MITF TRPM1 HTS 0, CDK5 p35 inh 0.5 and CAL PDZ FP-2 -1.8.
Cc1nnc(SCC2=C(C(=O)O)N3C(=O)C(NC(=O)COc4ccc(F)cc4)C3SC2)s1 (configuration not stated) was read as Wnt act 1, Rtt109 HAT inh 8, cardiac RTF act 1, Tat transport -2, dFosB act -22, V-ATPase pH -5, MITF TRPM1 HTS -2, CDK5 p35 inh -4.5 and CAL PDZ FP-2 -0.2.
For CCOC(=O)C1=C(C)Nc2ccccc2N/C1=N\S(=O)(=O)c1cccc(Cl)c1 the results were Wnt act 1, Rtt109 HAT inh 0, cardiac RTF act 2, Tat transport 4, CAL PDZ FP-1 -3, dFosB act -1, V-ATPase pH -4, MITF TRPM1 HTS 4, CDK5 p35 inh 0.7 and CAL PDZ FP-2 -0.3.
`Cc1cc(Cl)ccc1OCC(=O)Nc1cccc(S(=O)(=O)N2CCCC2)c1` gave Wnt act 15, Rtt109 HAT inh 1, cardiac RTF act 0, Tat transport 8, CAL PDZ FP-1 -3, dFosB act -6, V-ATPase pH -4, MITF TRPM1 HTS 24, CDK5 p35 inh 1.1 and CAL PDZ FP-2 -0.2.
For Cc1ccc(NC(=O)NCc2ccc3c(c2)OCO3)cc1 the results were Rtt109 HAT inh -4, cardiac RTF act 0, Tat transport -8, CAL PDZ FP-1 -7, dFosB act -2, V-ATPase pH 2, MITF TRPM1 HTS 6, CDK5 p35 inh -1.3 and CAL PDZ FP-2 0.8.
For CN(c1ccccc1)S(=O)(=O)c1cccc(NC(=O)COC(=O)C2CCCCC2)c1 the results were Wnt act 2, Rtt109 HAT inh 14, cardiac RTF act 7, Tat transport 10, CAL PDZ FP-1 -3, dFosB act 1, V-ATPase pH 2, MITF TRPM1 HTS -1, CDK5 p35 inh -1.2 and CAL PDZ FP-2 0.8.
Cc1ccc(/C=N/NC(=O)c2cccc(S(=O)(=O)Nc3ccccc3Cl)c2)o1 was read as Wnt act -4, Rtt109 HAT inh -3, cardiac RTF act -4, Tat transport 4, CAL PDZ FP-1 -2, dFosB act -6, V-ATPase pH -1, MITF TRPM1 HTS -11, CDK5 p35 inh -1.2 and CAL PDZ FP-2 -2.3.
`COc1ccc(NS(=O)(=O)c2cccc(NC(=O)c3ccc(Cl)nc3)c2)cc1` gave Wnt act -17, Rtt109 HAT inh 4, cardiac RTF act -10, Tat transport -6, CAL PDZ FP-1 11, dFosB act -11, V-ATPase pH -3, MITF TRPM1 HTS -12, CDK5 p35 inh 0.1 and CAL PDZ FP-2 -3.0.
Screening COc1ccc(N(CC(=O)Nc2cc(Cl)ccc2OC)S(=O)(=O)c2c(C)[nH]c(=O)[nH]c2=O)cc1 returned Wnt act -1, Rtt109 HAT inh 18, cardiac RTF act -7, Tat transport 5, CAL PDZ FP-1 -5, dFosB act -4, V-ATPase pH 1, MITF TRPM1 HTS 6, CDK5 p35 inh -1.5 and CAL PDZ FP-2 -2.3.
`Cc1ccc(S(=O)(=O)/N=C(\CCl)N2CCOCC2)cc1` gave Wnt act -3, Rtt109 HAT inh 24, cardiac RTF act 13, Tat transport -1, CAL PDZ FP-1 -3, dFosB act -4, V-ATPase pH -2, MITF TRPM1 HTS -24, CDK5 p35 inh 0.8 and CAL PDZ FP-2 -0.8.
Screening CCOC(=O)C1(Cc2cccc(Cl)c2)CCCN(C(=O)c2cnn(CC)c2)C1 (configuration not stated) returned Wnt act 7, Rtt109 HAT inh -3, cardiac RTF act 1, Tat transport -1, CAL PDZ FP-1 -1, dFosB act -12, V-ATPase pH -1, MITF TRPM1 HTS 18, CDK5 p35 inh 1.0 and CAL PDZ FP-2 -2.6.
CCCCC(=O)Nc1ccc(C)c(O)c1 was read as Rtt109 HAT inh 0, cardiac RTF act -2, Tat transport 11, CAL PDZ FP-1 -1, dFosB act 1, V-ATPase pH -2, MITF TRPM1 HTS 32, CDK5 p35 inh -3.7 and CAL PDZ FP-2 0.6.
Cc1c(Cl)c([N+](=O)[O-])nn1Cc1ccc(C(=O)N/N=C\c2cc(Cl)ccc2O)o1 was read as Rtt109 HAT inh 1, cardiac RTF act -2, Tat transport -4, CAL PDZ FP-1 -3, dFosB act 5, V-ATPase pH -5, MITF TRPM1 HTS -65, CDK5 p35 inh 0.1 and CAL PDZ FP-2 -0.5.
`Cc1cc(NC(=O)CSc2nnc(C)n2C)no1` gave Wnt act 0, Rtt109 HAT inh -5, cardiac RTF act 1, Tat transport 4, CAL PDZ FP-1 -2, dFosB act 1, V-ATPase pH 4, MITF TRPM1 HTS -13, CDK5 p35 inh 1.5 and CAL PDZ FP-2 -1.8.
For N#CC1(c2ccccc2)CCCN1C(=O)c1ccc(Br)cc1 (configuration not stated) the results were Rtt109 HAT inh 7, cardiac RTF act -1, Tat transport -2, dFosB act -4, V-ATPase pH -1, MITF TRPM1 HTS 0, CDK5 p35 inh -0.2 and CAL PDZ FP-2 0.2.
`COc1ccc(NC(=O)N2CCc3ccccc3C2)c(OC)c1` gave Wnt act 11, Rtt109 HAT inh -7, cardiac RTF act 2, Tat transport -1, CAL PDZ FP-1 3, dFosB act -2, V-ATPase pH -5, MITF TRPM1 HTS 17, CDK5 p35 inh -0.9 and CAL PDZ FP-2 -0.3.
CC1CCCN(CCCNC(=O)CN2C(=O)CSc3ccc(S(=O)(=O)N4CCOCC4)cc32)C1 (configuration not stated) was read as Wnt act -2, Rtt109 HAT inh -8, cardiac RTF act -1, Tat transport 6, CAL PDZ FP-1 -1, dFosB act -5, V-ATPase pH 0, MITF TRPM1 HTS 5, CDK5 p35 inh 0.2 and CAL PDZ FP-2 -1.1.
`C#CCOCCOCCOCCNc1nc(N2CCN(C(=O)[C@H](CCC(=O)O)n3cc(CN)nn3)CC2)nc(N2CCN(C(=O)[C@H](CCC(=O)O)n3cc([C@@H](N)[C@H](C)CC)nn3)CC2)n1` gave Wnt act 13, Rtt109 HAT inh -4, cardiac RTF act -7, Tat transport 0, CAL PDZ FP-1 -3, dFosB act 1, V-ATPase pH 2, MITF TRPM1 HTS 2, CDK5 p35 inh 0.5 and CAL PDZ FP-2 -0.2.
Oc1ccc(Nc2nnc(-c3ccc(O)cc3)c3ccccc23)cc1 was read as Wnt act 1, Rtt109 HAT inh -1, cardiac RTF act -5, Tat transport 2, CAL PDZ FP-1 -1, dFosB act -6, V-ATPase pH -2, MITF TRPM1 HTS 3, CDK5 p35 inh -1.7 and CAL PDZ FP-2 0.0.
For CC(NC(=O)c1ccccc1)C(=O)NC1=NCCS1 (configuration not stated) the results were Wnt act -1, Rtt109 HAT inh -1, cardiac RTF act -1, Tat transport 5, CAL PDZ FP-1 0, dFosB act -3, V-ATPase pH 4, CDK5 p35 inh 0.7 and CAL PDZ FP-2 -0.9.
`C[C@H]1C(=O)N(C)CCN1C(=O)c1cccc(OC2CCN(CC(C)(C)C)CC2)c1` gave Wnt act 0, Rtt109 HAT inh 7, cardiac RTF act 3, Tat transport -3, CAL PDZ FP-1 -2, dFosB act -6, V-ATPase pH -6, MITF TRPM1 HTS 15, CDK5 p35 inh 0.8 and CAL PDZ FP-2 0.3.

A draw from above in order of count of non-hydrogen atoms, smallest number first.
`COc1ccc(NC(=O)N2CCc3ccccc3C2)c(OC)c1` gave Wnt act 11, Rtt109 HAT inh -7, cardiac RTF act 2, Tat transport -1, CAL PDZ FP-1 3, dFosB act -2, V-ATPase pH -5, MITF TRPM1 HTS 17, CDK5 p35 inh -0.9 and CAL PDZ FP-2 -0.3.
Oc1ccc(Nc2nnc(-c3ccc(O)cc3)c3ccccc23)cc1 was read as Wnt act 1, Rtt109 HAT inh -1, cardiac RTF act -5, Tat transport 2, CAL PDZ FP-1 -1, dFosB act -6, V-ATPase pH -2, MITF TRPM1 HTS 3, CDK5 p35 inh -1.7 and CAL PDZ FP-2 0.0.
CC1CCCN(CCCNC(=O)CN2C(=O)CSc3ccc(S(=O)(=O)N4CCOCC4)cc32)C1 (configuration not stated) was read as Wnt act -2, Rtt109 HAT inh -8, cardiac RTF act -1, Tat transport 6, CAL PDZ FP-1 -1, dFosB act -5, V-ATPase pH 0, MITF TRPM1 HTS 5, CDK5 p35 inh 0.2 and CAL PDZ FP-2 -1.1.

Screening results from PubChem BioAssay.

The order is random; any-hit rate near 4.1%.
